Screens deposited in PubChem BioAssay by National Center for Advancing Translational Sciences (NCATS).
aGlu spleen mod: qHTS Assay for Inhibitors and Activators of Human alpha-Glucosidase From Spleen Homogenate; human spleen homogenate, 4-MU-alpha-glucoside fluorescence; Potency, µM (doses to about 79.9 µM), for the others: at the highest dose activity change, negative = inhibition, usual class: inhibitors; actives 0.006% (n = 240,000); AID 2112, 2009;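 note: potency is the fitted concentration of half-maximal effect; 0% = enzyme with vehicle and -100% = no enzyme basal signal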
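Human spleen homogenate (1 ug) with 4-methylumbelliferyl-alpha-D-glucopyranoside (1 mM final) in 50 mM citrate/phosphate pH 5.0, 0.01% Tween-20; 40 min at 37 C. Stopped at pH 10; 4-MU fluorescence Ex 365/Em 440 nm; AC50 by Hill fit.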
HTT aggregate: qHTS Multiplex Assay to Identify Dual Action Probes in a Cell Model of Huntington: Aggregate Formation (GFP); PC12 HttQ103-GFP aggregates, Acumen cytometry, 40 h; Potency, µM (titrated, usually from 46.1 µM), for the others: at the highest dose activity change, negative = inhibition, most hits filed as inhibitors; actives 1.1% (n = 220,000); AID 1688, 2009; note: potency is the fitted concentration of half-maximal effect; % is set by controls: 0 for no effect and ±100 for the full control effect; nearly all actives have a fitted effect of over 60% in size
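Huntingtin Q103 exon 1–GFP aggregates in induced PC12 cells (100 nM tebufenozide) were quantified by cytometry from lysates, with compounds dosed in titration.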
GAA glycogen mod: qHTS Assay for Inhibitors and Activators of Human alpha-Glucosidase Cleavage of Glycogen. AID 2100, 2009. actives 0.38% (n = 300,000). Potency, µM (titrated, usually from 76.4 µM), for the others: at the top dose activity change, negative = inhibition, actives largely listed as inhibitors. Lysosomal alpha-glucosidase (Homo sapiens), P10253. recombinant GAA, glycogen substrate, Amplex Red glucose oxidase fluorescence;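 note: potency is the fitted concentration of half-maximal effect; 0% = full enzyme reaction and -100% = no-enzyme basal signal; the screen sought inhibitors and activators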
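qHTS, 1536-well; enzyme 4 nM final; cpd up to 77 uM; substrate bovine liver glycogen 30 ug; 50 mM citrate/phosphate pH 5.0, 0.01% Tween-20; 37 C, 40 min; Amplex Red detection 45 min RT; Hill fit → AC50.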
CBFb-RUNX1 inh: qHTS Assay for Compounds Blocking the Interaction Between CBF-beta and RUNX1 for the Treatment of Acute Myeloid Leukemia. Potency, µM (series often up to 59.8 µM), for inactives: at the top dose activity, negative = inhibition, hits mostly inhibitors. AID 1477, 2009. AlphaScreen CBFb-His/RUNX1-biotin binding, biochemical. 230,000 tested, under 10 active; note: % of control where 0% means no effect
Target sequence (Q01196 whole entry, looked up): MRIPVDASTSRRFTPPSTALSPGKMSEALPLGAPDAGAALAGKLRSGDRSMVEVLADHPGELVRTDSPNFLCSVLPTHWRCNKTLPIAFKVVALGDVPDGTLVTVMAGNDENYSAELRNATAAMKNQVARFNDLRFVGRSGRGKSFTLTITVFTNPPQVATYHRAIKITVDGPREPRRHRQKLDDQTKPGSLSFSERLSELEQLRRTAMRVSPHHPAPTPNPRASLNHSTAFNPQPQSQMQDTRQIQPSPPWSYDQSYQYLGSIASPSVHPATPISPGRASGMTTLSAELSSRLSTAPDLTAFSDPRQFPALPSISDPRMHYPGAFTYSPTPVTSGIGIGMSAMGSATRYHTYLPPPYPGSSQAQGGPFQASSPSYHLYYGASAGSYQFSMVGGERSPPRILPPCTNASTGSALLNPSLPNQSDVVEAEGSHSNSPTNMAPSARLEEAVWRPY
Target sequence (Q13951 whole entry, looked up): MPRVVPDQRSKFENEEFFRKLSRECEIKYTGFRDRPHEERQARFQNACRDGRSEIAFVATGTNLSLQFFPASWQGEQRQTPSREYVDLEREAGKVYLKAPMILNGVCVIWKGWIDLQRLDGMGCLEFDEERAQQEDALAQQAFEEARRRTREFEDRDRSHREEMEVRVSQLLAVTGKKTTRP
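AlphaScreen binding: CBFb-His and RUNX1-biotin (30 nM each) preincubated 20 min, compound added for 15 min, then nickel and streptavidin beads for 90 min, all at room temperature. Disruption of the interaction by any mechanism counts as activity.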
HTT cytoprotect: qHTS Multiplex Assay to Identify Dual Action Probes in a Cell Model of Huntington: Cytoprotection (ATP); PC12 HTT-Q103 induced, cytoprotection, ATP luminescence, 40 h; Potency, µM (top dose mostly 56.4 µM), for inactives: cytoprotection (ATP increase), actives largely listed as activators; actives 0.14% (n = 230,000); AID 1471, 2008;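 note: potency is the fitted concentration of half-maximal effect; % of control where 0% means no effect; nearly all actives have a fitted effect of over 45% in size; toxic huntingtin expression switched on by the ecdysone agonist tebufenozide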
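PC12 cells stably carrying ecdysone-inducible Htt exon 1 (Q103)–GFP were induced with 100 nM tebufenozide (final) alongside library compounds in a dose series. Cytoprotection was scored as retained ATP by ATPlite luminescence.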
LMNA splice mod: qHTS Assay for Modulators of Lamin A Splicing | HeLa LMNA splicing GFP/RFP minigene ratio, 48 h | Potency, µM (titrated, usually from 46.1 µM), for the others: top-dose ratio change, negative = inhibition, usual class: inhibitors | actives 0.01% (n = 200,000) | AID 1487, 2009; active = well fitted inhibition curve with a large enough effect in the signal ratio, with a control signal flat, not every such curve was filed as active; inconclusive = small, poorly fitted or top-dose-only effect, or effect the other way, or a change in a side signal; the % refers to the signal ratio; note: potency is the fitted concentration of half-maximal effect; % is set by controls: 0 for no effect and ±100 for the full control effect
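S3 HeLa stable clones carrying a lamin A-EGFP splicing minigene plus DsRed2 were seeded at 600 cells/well in Opti-MEM with 2% FBS, pin-dosed and incubated 48 h at 37°C. Acumen cytometry (488 nm) gave the GFP/RFP total-intensity ratio.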
GAA inh: qHTS Assay for Inhibitors of Human alpha-Glucosidase as a Potential Chaperone Treatment of Pompe Disease; Potency, µM (series often up to 76.9 µM), for inactives: at the highest dose activity change, negative = inhibition, usual class: inhibitors; AID 1466, 2008; purified human GAA, 4-MU-alpha-glucoside fluorescence; actives 0.005% (n = 200,000); Lysosomal alpha-glucosidase (Homo sapiens), P10253;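 note: potency is the fitted concentration of half-maximal effect; plate controls were uninhibited enzyme wells for no effect and no-enzyme background for full effect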
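AC50 values come from Hill fits of compound titrations (up to 77 uM) against 4 nM human enzyme. Substrate 4-methylumbelliferyl-alpha-D-pyranoside at 400 uM, pH 5.0 citrate buffer, 20 min room temperature; fluorescence Ex 365/Em 440 after alkaline stop.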
An asterisk follows results filed as active; ? = inconclusive; / = not tested or not shown; [ ] = another dose, or the depositor's remark. Unless noted, calls come from the whole dose curve; as a rule, active = well fitted curve in the direction sought with a large enough effect; inconclusive = small, poorly fitted or top-dose-only effect, or another doubt; inactive = no such curve, though single readings can be large; an effect the other way counts as inactive or inconclusive. Not a hit list; overall some 1.5% were active at least once.

SMILES	aGlu spleen mod	HTT aggregate	GAA glycogen mod	CBFb-RUNX1 inh	HTT cytoprotect	LMNA splice mod	GAA inh
O=C(Cc1ccccc1F)Nc1ccc(Cl)nc1	-2.7%	2.9%	11.6%	6.7%	10.2%[1.9 µM]	-6.9%	-0.7%
Cc1c(Cc2ccccc2)c(=O)n2c([nH]c3ccccc32)c1C#N	14.1%	1.1%[9.22 µM]	-1.4%	7.5%	22.5%[10 µM]	/	/
COc1ccc(CCNC(=O)CSc2ccccn2)cc1OC	5.8%	-8.9%	1.5%	2.1%	-24.7%	3.4%[46 µM]	5.2%
Cc1ccc(/C=N/c2sc3c(c2C#N)CCC3)s1	-3.5%	10.9%	28µM*	3.0%	-13.8%[10 µM]	-14.6%	5.5%
O=C(Cn1cnc2ccccc2c1=O)c1ccccc1	-2.9%	-11.5%	3.3%	4.1%	12.0%[10 µM]	-15.6%	-0.5%
Cc1ccc(/C=C/C(=O)NCc2ccco2)o1	8.9%	?	-3.0%	?	19.3%[10 µM]	-6.0%	1.5%
Clc1ccc(Cn2ccc(-c3ccc4c(c3)OCO4)n2)cc1Cl	-0.4%	-15.8%	-1.9%	12.0%	-19.8%	7.6%	-1.2%
O=C(Nc1ccccc1N1CCCC1)c1ccco1	-13.5%	-5.5%	?	2.2%	-26.4%[10 µM]	2.9%	-4.5%
COCCCn1c(N)c(-c2nc3ccccc3n2C)c2nc3ccccc3nc21	-16.9%	6.6%	-0.9%	?	-29.0%	-12.0%	-10.4%
Cc1ccc(-n2c(C)n[nH]c2=S)cc1	-1.5%	-9.2%	0.7%	4.8%	11.9%[10 µM]	-7.4%	-3.7%
CCSc1nnc(-c2ccccc2SC)o1	?	?	5.7%	?	-12.4%[10 µM]	?	7.0%
CCN(CC)c1ccc(/C=N/NC(=O)Cc2cccs2)cc1	-14.1%	6.9%	5.8%	-6.9%	13.4%[10 µM]	-3.2%	?
Cc1cc2occ(CC(=O)Nc3nnc(C4CC4)s3)c2cc1C	-0.9%	13.5%	-3.2%	2.8%	9.9%	-4.4%	-0.3%
CCOc1ccc2nc(SCC)[nH]c2c1	-4.8%	-19.3%	-0.3%	3.4%	-41.9%[inhibitor]	6.8%	-0.4%
Nc1ccc2oc3ncccc3c(=O)c2c1	-2.9%	-13.0%	2.0%	0.1%	-11.4%	3.3%	-9.0%
Cc1cc(NC(=O)CSc2nnc3c(C)cc4cc(C)c(C)cc4n23)no1	6.0%	17.4%	-3.5%	0.5%	-12.1%[10 µM]	0.0%	2.4%
Cc1ccc(-n2nnnc2SCCNS(=O)(=O)c2ccccc2)cc1C	-5.9%	-26.3%	1.1%	2.0%	-26.4%	-10.9%	-7.5%
COC(=O)c1ccc(Cl)c(NC(=O)CN(c2ccc(OC)c(OC)c2)S(C)(=O)=O)c1	3.3%	-6.4%	0.1%	4.5%	34.6%[10 µM]	6.2%	3.1%
O=C1NN(c2ccccc2)C(=O)/C1=C\c1coc2ccc(O)cc2c1=O	-4.4%	-4.9%[9.22 µM]	?	-11.6%	-6.7%[10 µM]	/	/
COc1ccc(Nc2nnc(SCC(=O)/C=C3/N(C)c4ccccc4C3(C)C)s2)cc1	-7.7%	/	-1.1%	?	/	?	0.5%
Cc1ccccc1NC(=S)NNC(=O)c1ccncc1	7.5%	6.9%	?	1.4%	-30.3%[inhibitor]	-15.1%[46 µM]	8.7%
O=C(O)CC1(CC(=O)Nc2ccc(Oc3cccc(C(F)(F)F)c3)nc2)CCCC1	6.3%	-6.9%[9.22 µM]	-0.6%	4.7%	6.8%[10 µM]	/	?
CCOC(=O)c1ccc(NC(=O)c2nccnc2C(=O)O)cc1	-5.7%	9.6%	8.0%	-3.2%	-9.4%	2.9%	-6.7%[15.4 µM]
CCN(Cc1ccccc1)C(=O)c1c[nH]c2ccc(S(=O)(=O)N(C)CCC#N)cc2c1=O	-8.3%	-3.3%	5.9%	-1.9%	/	-8.5%	6.4%
CCOC(=O)CC(N)c1ccc(OC)cc1 (stereo not drawn)	-0.4%	13.2%	2.7%	-1.9%	-4.3%	3.1%	-5.5%
CC(C)Oc1ccc(/C=N/NC(=O)C(CSCc2ccccc2)NC(=O)c2ccc([N+](=O)[O-])cc2)cc1 (stereo not drawn)	-6.4%	?	2.7%	16.2%	/	-18.1%	-3.0%
CCOC(=O)c1c(N)sc(C(=O)N2CCCC2)c1C	-1.2%	-9.3%[9.22 µM]	2.3%	-0.1%	-25.2%[10 µM]	2.3%	0.2%
N/C(=N\OC(=O)Cc1ccc(Cl)cc1)c1ccccn1	0.3%	8.9%[9.22 µM]	5.9%	-1.9%	-0.7%	7.3%	-15.9%
NC(=O)C(c1ccccn1)c1ncc(C(F)(F)F)cc1Cl (stereo not drawn)	5.3%	22.0%	-8.9%	-2.7%	-11.8%[10 µM]	/	4.1%
O=C(N1CCOCC1)N1CCC(n2nnc3ccccc32)CC1	7.0%	10.2%	-6.8%	-0.7%	-37.2%	1.6%	3.2%

Structures listed so far marked active in GAA glycogen mod:
Structure	aGlu spleen mod	HTT aggregate	GAA glycogen mod	CBFb-RUNX1 inh	GAA inh
Cc1ccc(/C=N/c2sc3c(c2C#N)CCC3)s1	-3.5%	10.9%	28µM*	3.0%	5.5%

(list continues)
SMILES	aGlu spleen mod	HTT aggregate	GAA glycogen mod	CBFb-RUNX1 inh	HTT cytoprotect	LMNA splice mod	GAA inh
Cc1ccc2sc(C)[n+](CCC(C)S(=O)(=O)[O-])c2c1 (stereo not drawn)	6.1%	-17.4%	-9.5%	1.5%	16.9%[10 µM]	-0.8%	0.0%
CCOc1ccc(-c2cnc3ccccc3n2)cc1	4.6%	8.0%[9.22 µM]	6.8%	7.6%	-23.9%[10 µM]	/	/
C[C@@H]1CN(Cc2nc(-c3cnccn3)no2)C[C@H](C)O1	5.8%	-4.0%[9.22 µM]	15.8%	-7.4%	-16.6%[10 µM]	/	0.0%
CN1CCN(C(=O)c2cc(C(C)(C)C)cc(C(C)(C)C)c2)CC1	1.0%	-8.0%[9.22 µM]	-8.3%	0.7%	-2.5%[10 µM]	26.1%[46 µM]	6.2%
CCOC(=O)Cn1c(=O)oc2cc(S(=O)(=O)Nc3cc(OCC)ccc3OCC)ccc21	-5.9%	-1.0%	0.2%	-3.3%	-0.8%[0.074 µM]	1.1%	-6.4%
COc1cc(Cl)c(S(=O)(=O)N2CC(C)OC(C)C2)cc1Cl (stereo not drawn)	-7.6%	-4.4%	2.5%	3.4%	-4.3%[0.074 µM]	?	-2.9%
COc1ccc(CN(CC2CCC(C(=O)O)CC2)C(=S)Nc2ccccc2C)cc1 (stereo not drawn)	-0.5%	8.6%	-3.5%	6.8%	-35.0%[inhibitor]	/	4.3%
CC(=O)N1CCc2ccc(C(=O)CN3CCN(c4cccc(C)c4C)CC3)cc21	-7.1%	23.7%	19.2%	-7.3%	-1.3%[0.074 µM]	11.8%	-1.2%
CCCCC(=O)Nc1ccc(C(=O)Nc2ccc(S(=O)(=O)N3CCCC3)cc2)cc1	-11.7%	4.2%	19.2%	3.1%	6.8%[10 µM]	12.6%	7.6%
CC(=O)c1ccc(NC(=O)CCSCCC(=O)Nc2ccc(C(C)=O)cc2)cc1	5.0%	1.1%	10.2%	1.6%	-10.0%	27.5%	-15.3%
CC(C)CN1C(=O)C(=O)N(CC(=O)NC2CCCc3ccccc32)C1=O (stereo not drawn)	-0.1%	-6.5%	6.6%	-1.0%	2.7%	-8.2%[46 µM]	-8.2%
CC(NC(=O)CSc1nc(=O)cc(N)n1CCc1ccccc1)c1ccccc1 (stereo not drawn)	-10.6%	-8.1%	8.3%	2.8%	-10.7%	-2.3%	14.8%
Cc1ccnn1CCC(=O)N1CCCC(CCC(=O)NCc2ccccc2F)C1 (stereo not drawn)	-0.4%	6.6%[9.22 µM]	15.5%	3.3%	2.8%[10 µM]	-0.1%[46 µM]	0.5%
CC(=O)c1c(C)[nH]c(C(=O)COC(=O)C2CC2)c1C	-0.5%	-2.1%	0.2%	11.8%	-14.1%[10 µM]	5.1%[46 µM]	2.6%
O=[n+]1c2c(n([O-])c3cc(F)c(N4CCCC4)cc31)CCCC2	2.4%	-10.1%	-2.4%	-1.6%	0.2%	3.7%	?
COc1ccc(/C=C/c2c([N+](=O)[O-])c(=O)n(C)c(=O)n2C)c(OC)c1OC	-13.0%	24.0%	10.3%	18.7%	/	/	-0.4%
Cc1cc(C)cc(OCC(=O)OCC(=O)NCc2cccs2)c1	0.3%	4.1%	0.1%	1.0%	4.6%[10 µM]	-5.7%	-4.5%
Cc1cccc(NS(=O)(=O)c2cccs2)c1	-14.4%	-14.6%	2.6%	2.4%	8.8%	13.6%	-10.2%
CC(C)CNC(=O)COC(=O)CCC(=O)c1cccs1	4.3%	-11.0%	15.4%	3.8%	-15.6%[10 µM]	-11.0%	-0.6%
Oc1c(Cl)cc(Cl)c(Cl)c1Cl	-4.3%	/	/	20.4%[21.7 µM]	-6.5%	/	/
O=C(CSc1nc2ccccc2c(=O)n1Cc1ccco1)c1ccc(F)cc1	5.5%	-0.5%	1.6%	-6.0%	2.6%[10 µM]	?	3.5%

Looked up by structure from above, two records:
SMILES	aGlu spleen mod	HTT aggregate	GAA glycogen mod	CBFb-RUNX1 inh	HTT cytoprotect	LMNA splice mod	GAA inh
Cc1cc(C)cc(OCC(=O)OCC(=O)NCc2cccs2)c1	0.3%	4.1%	0.1%	1.0%	4.6%[10 µM]	-5.7%	-4.5%
O=C(CSc1nc2ccccc2c(=O)n1Cc1ccco1)c1ccc(F)cc1	5.5%	-0.5%	1.6%	-6.0%	2.6%[10 µM]	?	3.5%
